PKM2 act: PKM2 (human) enzyme activation; P14618; purified PKM2, Kinase-Glo ATP luminescence, activation; response scale: 0% is enzyme alone, no compound; Potency, µM (highest dose often 57.5 µM), inactives show top-dose activation, actives largely listed as activators; actives 0.34% (n = 260,000); AID 1631; further: potency means the concentration at half of the fitted maximal effect; nearly all actives have a fitted effect of over 55% in size
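Purified hPK-M2 (>95%) run at intermediate activity with 0.1 mM ADP and 0.5 mM PEP in 50 mM imidazole pH 7.2, KCl, MgCl2; 1 h room temperature. ATP formed read by Kinase-Glo luminescence; normalized to uninhibited and no-enzyme controls.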
B2AR arrestin: agonists driving beta-arrestin recruitment to human beta2-adrenergic receptor | beta-arrestin recruitment to beta2AR, cell-based reporter | Potency, µM (titrated, usually from 46.1 µM), for inactives: at the highest dose activation, actives largely listed as activators | actives 0.02% (n = 330,000);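 further: potency means the concentration at half of the fitted maximal effect; 0% = DMSO controls and full agonism = EC100 isoproterenol or metaproterenol; nearly all actives have a fitted effect of over 65% in size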
Target sequence (P07550 whole entry, looked up): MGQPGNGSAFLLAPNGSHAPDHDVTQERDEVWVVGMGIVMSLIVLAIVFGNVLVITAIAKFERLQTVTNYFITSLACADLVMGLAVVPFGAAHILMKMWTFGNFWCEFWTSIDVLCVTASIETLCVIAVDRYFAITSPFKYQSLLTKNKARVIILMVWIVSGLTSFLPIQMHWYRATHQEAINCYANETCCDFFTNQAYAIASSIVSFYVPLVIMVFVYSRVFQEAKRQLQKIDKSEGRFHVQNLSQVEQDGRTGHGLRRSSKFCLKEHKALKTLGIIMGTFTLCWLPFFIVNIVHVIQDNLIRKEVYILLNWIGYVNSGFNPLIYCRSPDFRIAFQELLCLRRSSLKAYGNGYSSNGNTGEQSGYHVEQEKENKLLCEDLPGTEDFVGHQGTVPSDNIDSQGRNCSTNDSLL
Eya2 inh: inhibitors of human Eya2 phosphatase activity; recombinant Eya2, OMFP fluorescence dephosphorylation (OMFP is methylfluorescein phosphate); Potency, µM (top dose mostly 76.9 µM), for the others: at the highest dose activity, negative = inhibition, hits mostly inhibitors; actives 0.006% (n = 330,000); AID 488837; further: potency means the concentration at half of the fitted maximal effect
Target sequence (O00167 whole entry, looked up): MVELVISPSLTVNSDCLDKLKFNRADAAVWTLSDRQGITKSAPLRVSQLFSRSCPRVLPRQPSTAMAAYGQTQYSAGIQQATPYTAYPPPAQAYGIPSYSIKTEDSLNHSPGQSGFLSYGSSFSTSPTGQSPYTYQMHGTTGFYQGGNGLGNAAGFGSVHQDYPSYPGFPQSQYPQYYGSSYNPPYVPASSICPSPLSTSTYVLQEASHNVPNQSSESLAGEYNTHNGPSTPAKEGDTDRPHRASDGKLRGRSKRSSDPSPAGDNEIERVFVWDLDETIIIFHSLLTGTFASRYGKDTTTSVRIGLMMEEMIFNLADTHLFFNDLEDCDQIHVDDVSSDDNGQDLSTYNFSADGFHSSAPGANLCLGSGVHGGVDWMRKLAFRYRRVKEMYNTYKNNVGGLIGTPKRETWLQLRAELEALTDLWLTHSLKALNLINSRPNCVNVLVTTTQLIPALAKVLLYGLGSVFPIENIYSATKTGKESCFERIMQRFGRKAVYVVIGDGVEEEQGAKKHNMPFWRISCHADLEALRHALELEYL
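Eya2 protein (added as 0.2 uM solution) was preincubated with compound for 10 min at ambient temperature in 50 mM HEPES pH 7.5, 50 mM NaCl, 5 uM MgCl2, 0.05% BSA, 1 mM DTT. OMFP (added at 50 uM) then reacted 10 min; fluorescence read at 485/525 nm.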
FBPA coupling cs: inhibits coupling enzyme system, counter-screen for aldolase hits; actives 0.67% (n = 290,000); activity change, negative = inhibition, % at 58.2 µM, hits read low; coupling enzyme system counterscreen, AmpLite Red fluorescence; AID 2472; in the data active means activity change below about -30%
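Final compound at 57.5 uM, incubated 10 min at RT with coupling enzyme reagent (glyceraldehyde-3-phosphate), then 20 min with substrate and AmpLite Red detection. Fluorescence read at 525/598 nm; tests interference with the coupling assay, not aldolase inhibition.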
uPA surface inh: blocks generation of uPA at the cell surface; cell surface uPA generation assay, qHTS; Potency, µM (titrated, usually from 38.3 µM), for inactives: top-dose activity change, negative = inhibition, hits mostly inhibitors; actives 0.31% (n = 330,000); AID 540303; active means well fitted inhibition curve with a large enough effect; inconclusive means small, poorly fitted or top-dose-only effect; inactive means no such curve, though single readings can be large or run the other way; tested in mouse RAW 264.7 cells; further: potency means the concentration at half of the fitted maximal effect; nearly all actives have a fitted effect of over 55% in size
KCNH2 WT inh: KCNH2 (human, wildtype) channel inhibition. AID 720551. Q12809. actives 0.37% (n = 340,000). U2OS, BacMam KCNH2, thallium flux FluxOr; stronger effect = lower value. activity change, % at 1.84 µM;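 active means maximum activity change below -70%; inconclusive means maximum activity change between -70% and -50%; inactive means maximum activity change above -50%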
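U2OS cells transduced with wild-type KCNH2 virus are loaded with FluxOr dye for 45 min, and thallium flux is measured in kinetic reads before and after stimulation buffer. Rate constants are normalized to DMSO controls.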
Chronic BCR inh: blocks chronic active B-cell receptor signaling | ABC-DLBCL IkBa-CBG/CBR reporter, luminescence ratio, 4 h | Potency, µM (doses to about 46.1 µM), for the others: at the highest dose ratio change, negative = lower green/red ratio, actives largely listed as inhibitors | actives 0.05% (n = 340,000) | AID 493014; active means well fitted inhibition curve with a large enough effect in the signal ratio, with a control signal flat, not every such curve was filed as active; inconclusive means small, poorly fitted or top-dose-only effect, or effect the other way, or a change in a side signal; the % refers to the signal ratio;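 further: potency means the concentration at half of the fitted maximal effect; plate controls were basal doxycycline-induced cells for no effect and cells given 10 µM MG132 for full effect; MG132 reads +100%, hits lower the ratio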
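TMD8 human ABC-DLBCL cells with doxycycline-inducible IκBα–green luciferase fusion and unfused red luciferase, in 0.5% FBS medium; compounds up to 46 uM, 4 h at 37C. Green/red luminescence ratio, filter-overlap corrected, fitted to concentration-response curves.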
GALK inh: galactokinase (human) inhibition. Purified GALK, Kinase-Glo residual ATP luminescence. AID 1868. Potency, µM (top dose mostly 57.5 µM), for the others: top-dose activity change, negative = inhibition, hits mostly inhibitors. actives 0.007% (n = 270,000). P51570; further: potency means the concentration at half of the fitted maximal effect
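5 nM enzyme, 35 uM ATP, 100 uM galactose, 20 mM HEPES pH8.0, 5 mM MgCl2; 1 h RT; residual ATP by Kinase-Glo Plus luminescence, qHTS format.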
USP2a inh: USP2a (human) protease inhibition | AID 463254 | Potency, µM (titrated, usually from 38.3 µM), for inactives: at the top dose activity change, negative = inhibition, usual class: inhibitors | USP2 core, Ub-CHOP2 coupled fluorogenic reporter, 485/531 | O75604 | actives 0.01% (n = 330,000);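 further: potency means the concentration at half of the fitted maximal effect; plate controls were DMSO wells for no effect and full inhibition by NEM control for full effect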
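USP2 core (10nM final) preincubated 30min RT with compound in 20mM Tris-HCl pH 8.0, 2mM CaCl2, 2mM beta-mercaptoethanol, 0.05% CHAPS; 25nM Ub-CHOP2 plus 25nM reporter substrate added, fluorescence (Ex485/Em531) read after 60min.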
KCNH2 3.1 inh: blocks the human KCNH2 3.1 channel isoform. U2OS KCNH2 3.1, thallium flux FluxOr; stronger effect = lower value. activity change, % (tested at about 1.8 µM). actives 0.95% (n = 340,000);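 active means maximum activity change below -70%; inconclusive means maximum activity change from -70% to -50%; inactive means maximum activity change above -50%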;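 further: thallium influx rate constant from kinetic fluorescence after stimulation buffer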
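Channel expression came from 3.1 mutant virus (1.77 x 10^8 /mL) applied to suspended U2OS cells for 4 h. Flux was tracked with FluxOr dye plus Red40 quencher, and kinetic rate constants normalized to controls.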
Giardia kill: Giardia lamblia killing; activity change, % at 7.66 µM, hits read low; Giardia lamblia trophozoite viability; actives 0.15% (n = 340,000); AID 540267; in the data active means activity change below about -80%; inconclusive means between about -30% and that limit;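 further: parasites exposed to compound for two days anaerobically before the ATP read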
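Luminescence from cellular ATP indicates surviving trophozoites (100 cells/well) following 48 hrs anaerobic compound treatment at 37 deg C; signal develops 15-30 min at room temperature.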
* hit, by the source's call; u = inconclusive; x = no result given; & = joins results of further samples; [ ] = another dose, or the depositor's remark. Unless noted, the call rests on the fitted dose curve; in most records, active means well fitted curve in the direction sought with a large enough effect; inconclusive means small, poorly fitted or top-dose-only effect, or another doubt; inactive means no such curve, though single readings can be large; an effect the other way counts as inactive or inconclusive. Unless noted, on the % scale 0 is the no-effect control and ±100 the full control effect.

SMILES	PKM2 act	B2AR arrestin	Eya2 inh	FBPA coupling cs	uPA surface inh	KCNH2 WT inh	Chronic BCR inh	GALK inh	USP2a inh	KCNH2 3.1 inh	Giardia kill
O=C1C2C3C=CC(C4CC34)C2C(=O)N1/N=C/c1ccc(-c2cccc([N+](=O)[O-])c2)o1 (configuration not stated)	-8%	-0.2%	-1%	0	-4%	1	6%	0%	-8%	4	0
CC1CCN(S(=O)(=O)c2ccc3c(c2)N(CC(=O)NCCCN2CCCC(C)C2)C(=O)CS3)CC1 (configuration not stated)	x	-0.1%	-1%	x	-27%	31	-12%&-1%	4%	2%	15	-8
CCCC1=C(C(=O)OCC)C(c2cc(Cl)cc(OC)c2OCc2ccccc2)NC(=O)N1 (configuration not stated)	4%	4.2%	-11%	1	x	-13	0%	-2%	4%	-5	28
O=C(c1ccco1)N1CCN(C(=O)c2oc(=O)c3ccccc3c2-c2ccccc2)CC1	1%	0.2%	-4%	2	-6%	19	1%	2%	4%	4	-3
O=C(Nc1nc2c(s1)C(=O)CCC2)c1ccccc1	-28%	-0.3%	14%	-2	-11%	2	u	4%	2%	-5	-19
CCC(CO)NC(=O)c1ccccc1C(F)(F)F (configuration not stated)	-12%	0.4%	u	1	3%	-2	-2%	2%	-1%	-6	-8
COc1ccc(C=O)cc1OC(=O)C1(C)Cc2ccccc2C(=O)O1 (configuration not stated)	-15%	0.0%	9%	1	1%	1	0%	-2%	0%	-1	-11
CCN1CCN(CCCNC(=O)Cn2cc3c(n2)CCCC3)CC1	-16%	-0.2%	-21%	2	1%	25	8%	1%	4%	14	-1
CCCC(C(=O)NC(C)(C)C)N(CC1CCCO1)C(=O)CNS(=O)(=O)c1ccc(F)cc1 (configuration not stated)	x	-0.4%	1%	1	4%	2	9%	-1%	1%	-14	9
Cc1ccccc1CS(=O)(=O)c1ccc(C(=O)N2CCC(C)CC2)cc1[N+](=O)[O-]	-8%	0.1%	2%	3	2%	3	-1%	-1%	-1%	9	16
CCc1cc(=O)oc2cc(OCC(=O)NCCCN3CCOCC3)c(Cl)cc12	x	0.3%	0%	x	3%	0	-4%	-1%	1%	17	5
NS(=O)(=O)c1ccc(NC(=O)CSc2cn[nH]n2)cc1	x	-0.2%	-7%	0	-5%	-12	-3%	5%	1%	-2	13
O=CNC1CCCc2c1[nH]c1ccc(Cl)cc21 (configuration not stated)	-4%	-0.3%	0%	6	-4%	3	u	2%	1%	-7	-10
Cc1ccc(OCCNC(=O)c2ccccc2OCc2c(C)noc2C)cc1	x	-0.2%	3%	x	-5%	20	0%	x	-1%	13	-4
CCN1CCN(C(c2cccs2)C(C)NS(=O)(=O)c2ccc(Br)cc2)CC1 (configuration not stated)	2%	0.2%	-2%	7	-1%	11	-7%	0%	-1%	-6	-11
COCCOC(=O)C1=C(C)NC2=C(C(=O)CCC2)C1c1ccc2c(c1)OCO2 (configuration not stated)	-2%	-0.4%	-3%	5	2%	-1	-16%	-2%	1%	12	-7
CC(SCc1ccccc1)C(=O)Nc1ccccc1 (configuration not stated)	1%	0.0%	2%	2	5%	0	5%	-3%	3%	5	-10
COc1ccc(C(=O)N2CCN(CCNC(=O)C(=O)Nc3ccc(F)cc3)CC2)cc1	x	-0.1%	1%	1	-2%	38	u	3%	-1%	-14	-29
CCOc1cccc(C(=O)Nc2cccnc2)c1	-2%	-0.3%	1%	-1	4%	-14	0%	0%	12%	-12	-12
Cc1ccc2c(C)c(C(=O)NCC(C)(C)N3CCOCC3)oc2c1C	x	-0.2%	2%	-6	-3%	1	-2%	-3%	0%	1	45[activator]
Cc1ccc(SCC(=O)OCC(=O)N(CCC#N)c2ccccc2)cc1	x	0.0%	-3%	x	-3%	19	-6%	x	-7%	1	-10
COc1ccc(/C=N/n2cnnc2SCc2ccc(OC)cc2)cc1	1%	0.0%	22%	1	1%	-11	-1%	-2%	2%	1	-20
COc1ccc(-c2oc(=O)c3cc(OC)c(OC)cc3c2C#CCCCO)cc1	x	0.1%	9%	x	11%	-17	-10%	x	5%	4	28
COCCn1c(SCC(=O)N2CCCCCC2)nc2c([nH]c3ccccc32)c1=O	-8%	-0.7%	1%	x	-2%	0	5%	-4%	0%	-6	8
O=C(CSc1nnc2ccccn12)NNC(=O)c1cccc([N+](=O)[O-])c1	x	-0.1%	-10%	x	-9%	-3	-1%	x	-1%	-1	-6
(further entries)
SMILES	PKM2 act	B2AR arrestin	Eya2 inh	FBPA coupling cs	uPA surface inh	KCNH2 WT inh	Chronic BCR inh	GALK inh	USP2a inh	KCNH2 3.1 inh	Giardia kill
O=c1[nH]nc(-c2ccc(F)cc2)cc1Cc1ccccc1	1%	-0.3%	0%	2	-2%	1	-2%	x	3%	11	-8
CCOC(=O)c1ccc(CNC(=O)Cn2nnc(-c3cccc(C)c3)n2)o1	x	0.3%	-18%	4	x	x	-6%	9%	-1%	x	x
O=c1c2c(-c3ccccc3)csc2nc2n1CCC2	9%	-0.2%	-12%	0	0%	10	12%	1%	1%	1	18
COc1cccc(C2NC(CCSC)(C(=O)O)C3C(=O)N(C(C)C)C(=O)C23)c1O (configuration not stated)	15%	-0.6%	17%	0	-23%	6	1%	2%	-1%	5	21
Cc1cc(CCN2CCC(=O)NC2=S)ccc1OC(C)C	-5%	-0.5%	-8%	-2	4%	4	3%	2%	0%	-20	2
S=c1[nH]nc(-c2ccc3ccccc3n2)n1Cc1ccccc1	-9%	0.2%	-1%	1	-1%	-11	-2%	0%	-1%	5	-19
CCC(CC)c1nnc(NC(=O)CCc2ccccc2OC)s1	1%	0.0%	3%	0	7%	-2	0%	-1%	1%	5	1
Cc1cnc(C(=O)OCC(=O)NC(=O)NC(C)C)cn1	-1%	-0.2%	10%	0	-4%	9	1%	-1%	-1%	5	1
COc1ccccc1OC(C)C(=O)Nc1nc(-c2ccc(S(=O)(=O)N3CCOCC3)cc2)cs1 (configuration not stated)	-8%	0.1%	1%	0	4%	-1	u	-2%	-8%	-14	-9
CCOc1ccc(Br)cc1/C=N/O	0%	x	x	0	-7%	-7	x	8%	x	0	-6
O=C(c1ccco1)N1CCCN(Cc2nc(-c3cccs3)no2)CC1	-12%	-0.9%	1%	-5	8%	-6	u	4%	0%	-7	19
O=C(CC1C(=O)NCCN1Cc1cccc(Oc2ccccc2)c1)NCCc1ccncc1 (configuration not stated)	1%	-1.6%	-3%	-4	2%	3	-12%	0%	1%	25	27
Cc1ccc(S(=O)(=O)N2CCC(=O)N(C(COCc3ccc(Cl)cc3)Cc3ccccc3)CC2)cc1 (configuration not stated)	0%	3.2%	-2%	-4	-2%	9	7%	x	0%	u	23
CCCCn1c(CN2CCN(C(=O)OCC)CC2)nc2c1c(=O)n(C)c(=O)n2C	2%	-0.6%	6%	4	x	-16	u	-1%	-3%	6	0
CC(=C/c1ccc(C(C)C)cc1)/C=N/NC(=O)c1ccncc1	-4%	-0.9%	6%	0	7%	0	0%	2%	4%	-9	2
COc1c2c(cc3oc(CO[C@@H]4O[C@H](CO)[C@@H](O)[C@H](O)[C@H]4O)cc(=O)c13)O[C@H](C(C)(C)O)C2	x	-0.5%	-18%	x	11%	-10	-1%	x	0%	13	-6
COc1ccc(Cl)cc1-c1nc(-c2ccc(Br)o2)no1	0%	0.2%	-1%	3	15%	1	9%	2%	0%	3	13
Cc1ccc(-c2nnc(COC(=O)c3ccco3)o2)cc1	x	0.4%	-4%	x	9%	-29	7%	-6%	3%	11	16
Cc1ccc(NC(=O)C2C3C=CC4(O3)C2C(=O)N(CCCN2CCCCC2)C4C(=O)NC2CCCCC2)cc1C (configuration not stated)	-2%	-0.8%	-16%	8	1%	2	-8%	-1%	-2%	-5	-1
O=C(c1cccc(F)c1)N1CCN(C(=O)C2CC2)CC1	-2%	-1.0%	-5%	2	-4%	-21	-1%	-2%	-1%	-5	-19
COCCN1CCN(C(=O)c2ccc3oc(CCCc4ccccc4)nc3c2)CC1	-5%	-0.5%	4%	x	0%	0	2%	0%	2%	6	-2
CSc1nnc(C2CCN(CC(=O)Nc3ccccc3N3CCOCC3)CC2)n1C(C)C	1%	-0.5%	5%	0	3%	10	0%	6%	0%	8	-2
COc1ccccc1C(=O)Nc1cc2cc(Br)ccc2oc1=O	1%	-0.2%	0%	0	-7%	1	u	2%	0%	12	11
Cc1nc2ccc(NC(=O)c3ccc([N+](=O)[O-])cc3)cc2s1	4%	0.2%	-5%	3	6%	1	u	x	-9%	-4	-19
COc1ccc(NC2CCCN(C(=O)c3ccc(C)nc3)C2)cc1 (configuration not stated)	-1%	0.6%	1%	1	9%	25	0%	0%	4%	20	-5
